Rin1-Abl PPI inh: human Rin1-Abl interaction inhibition; inhibition, % at 7.35 µM; AID 588664; TR-FRET Rin1/Abl binding, biochemical; 360,000 compounds, 0.4% hits; in the data active = inhibition above about 5%, passing the limit was not always enough
MLLE-PAM2 inh: blocks PAM2 peptide binding to the PABP1 MLLE domain. inhibition, % at 20 µM. 360,000 compounds, 0.36% hits. GST-MLLE / FITC-PAM2 fluorescence polarization. P11940; in the data active = inhibition above about 35%, passing the limit was not always enough;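 also: plate controls were DMSO wells with GST-MLLE for no effect and wells lacking GST-MLLE protein for full effect; some results filed as inactive read as strong as hits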
Rpn11 inh: inhibitors of human proteasome Rpn11 | O00487 | AID 588493 | 360,000 compounds, 0.59% hits | calls only at 20 µM | human 26S proteasome, Ub4-pepOG fluorescence polarization; 20S core pre-blocked with epoxomicin;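 active = inhibition at 20 µM, scaled to each plate's controls, above about 33%, limit read from the data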
Neddylation inh: blocks human cullin neddylation; TR-FRET cullin neddylation, biochemical; 360,000 compounds, 0.58% hits; P61081+Q13564; AID 651699; calls only at 25 µM; in the data active = inhibition above about 36%
CSN deneddyl inh: CSN deneddylation inhibition | 360,000 compounds, 0.38% hits | inhibition, % at 12.5 µM | Q92905 | Purified CSN, SCF-Nedd8-OG deneddylation, fluorescence polarization;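 active = pattern-corrected inhibition above about 35%, with an unprinted fluorescence ratio check between 0.5 and 1.5, limit read from the data, passing the limit was not always enough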;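 also: 0% = enzyme with substrate and 100% = substrate without enzyme; some results filed as inactive read as strong as hits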
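Assay system: purified human Csn5 enzyme expressed in HEK293T cells; Input: 0.24 nM Csn5 enzyme, final concentration; Reagent: 10 nM SCFSkp2-Nedd8OG; Compound dosing: 12.5 µM single point; Times: reaction 90 min, room temperature; Technique: fluorescence polarization readout.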
FAS TE block: FAS thioesterase (human) inhibition; 360,000 compounds, 0.67% hits; AID 602261; inhibition, % at 15 µM; recombinant FAS-TE, OMFH fluorogenic substrate, fluorescence endpoint; P49327;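 active = compounds whose normalised, plate-corrected inhibition of enzyme fluorescence in the single-dose primary screen is 50% or more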;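 also: 0% = DMSO with enzyme and 100% = substrate without enzyme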
MT1-MMP act inh: inhibitors of human MT1-MMP activation. HT1080 RFP-PRO-GFP cells, GFP/RFP ratio fluorescence, overnight; percent of plate control window, DMSO zero. GFP/RFP ratio change, % at 20 µM. 360,000 compounds, 0.061% hits. AID 651647;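 active = GFP/RFP ratio change of at least 30% with cell ATP level not reduced by more than half and red fluorescence within 50% of control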; also: strong numbers were not always called active
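system = RFP-PRO-GFP reporter HT1080 cells | dosing = 20 µM single dose, 1% DMSO | timing = overnight cell settling, then overnight compound exposure, 37 °C, 5% CO2 | read-out basis = GFP/RFP fluorescence ratio | controls = DMSO and RFP-L50D-GFP cell wells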
SKN-1 block: inhibitors of C. elegans SKN-1. C. elegans VP596 Pgst-4::GFP/RFP ratio, acrylamide-induced, 24 h. inhibition, % at 21.8 µM. 360,000 compounds, 0.49% hits. AID 624304;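 active = interference check ratio from 0.5 to 1.5 plus GFP to RFP signal ratio inhibition reaching or exceeding a fixed threshold, cut at about 30% in these data, passing the limit was not always enough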; also: some compounds called inactive have numbers as strong as hits
NadD inh: blocks S. aureus nicotinate mononucleotide adenylyltransferase; purified NadD enzyme, colorimetric absorbance read-out; inhibition, % at 20 µM; 360,000 compounds, 0.78% hits; AID 602399; in the data active = inhibition above about 26%; also: some compounds past the cut are filed as inactive
* hit, by the source's call; i = inactive; · = not tested or not shown.

[1] CC1CCN(c2ccccc2NC(=O)c2ccc(Br)o2)CC1
[2] CN1CCN(c2ccc(CNC(=O)c3cccc4c(-c5ccc(F)c(F)c5)coc34)cc2)CC1
[3] Cn1c(C(=O)OC(C(=O)NCC2CCCO2)c2cccnc2)cc2sccc21 (stereo not drawn)
[4] COc1ccc(-c2nnc(NC(=O)c3cccs3)s2)c(OC)c1
[5] C[C@H]1CN([C@@H](C)CO)C(=O)c2cccc(NC(=O)c3cnccn3)c2O[C@@H]1CN(C)S(=O)(=O)c1ccc(F)cc1

Compound,1,2,3,4,5
MT1-MMP act inh,-4,1,0,-1,-4
Rin1-Abl PPI inh,-3,0,6,-3,-1
MLLE-PAM2 inh,0,0,8,0,-12
NadD inh,5,-1,-1,20,-3
Rpn11 inh,i,i,i,i,i
SKN-1 block,19,-1,-11,-5,-11
CSN deneddyl inh,-2,3,6,5,3
Neddylation inh,i,i,i,i,i
FAS TE block,26,13,-6,2,-12

[6] O=C1SCCC1NS(=O)(=O)c1ccccc1[N+](=O)[O-] (stereo not drawn)
[7] Clc1ccsc1-c1csc(-c2cccnc2)n1
[8] O=C1CC(c2ccccc2)CN1C(=O)c1ccccc1 (stereo not drawn)
[9] O=C(NCc1nc2ccccc2[nH]1)C1=C[C@H](C2CCCCC2)C[C@H](OCc2ccc(CO)cc2)O1
[10] COc1ccc(N(CC(=O)NC2CCCCC2)C(=O)CNC(=O)c2cccs2)cc1OC

Compound,6,7,8,9,10
MT1-MMP act inh,-2,1,1,-8,1
Rin1-Abl PPI inh,-2,-2,0,2,0
MLLE-PAM2 inh,6,-4,-4,3,-4
NadD inh,-3,-3,7,-1,-3
Rpn11 inh,i,i,i,i,i
SKN-1 block,1,42*,7,39*,14
CSN deneddyl inh,-15,-3,-1,-4,0
Neddylation inh,i,i,i,i,i
FAS TE block,-6,8,0,5,-5

[11] O=S(=O)(c1cnccc1N1CCN(/N=C/c2ccc(Cl)cc2)CC1)N1CCCCC1
[12] O=C(CSCc1ccc(C(=O)O)cc1)Nc1ccc2ccccc2c1
[13] COc1cccc(CNc2nc3cc(-c4ccc(C)cc4)sc3c(=O)n2C)c1OC
[14] Cc1ccc(-c2nc3ccccc3[nH]2)cc1NC(=O)c1ccc2c(c1)OCO2
[15] Cc1ccc(S(=O)(=O)N(C)C)cc1NC(=O)COC(=O)/C=C/c1ccc(F)cc1

Compound,11,12,13,14,15
MT1-MMP act inh,5,0,0,9,-1
Rin1-Abl PPI inh,0,1,-7,5,1
MLLE-PAM2 inh,22,9,2,-8,10
NadD inh,1,-4,7,2,-3
Rpn11 inh,i,i,i,i,i
SKN-1 block,-5,-4,-6,4,1
CSN deneddyl inh,1,2,4,2,-4
Neddylation inh,i,i,i,i,i
FAS TE block,25,-8,3,4,-10

[16] COc1cc(/C=C2\CCC(C)C3=C(c4cc(OC)c(OC)c(OC)c4)C(C#N)=C(N)OC32)cc(OC)c1OC (stereo not drawn)
[17] COc1cc(C(=O)Nc2ccc(OCC(=O)O)cc2)cc(OC)c1OC
[18] CCOC(=O)c1cc2c(OC)ccc(OC)c2n1CC(=O)c1ccccc1
[19] O=C(O)c1cccc(-n2cccc2/C=C/[N+](=O)[O-])c1
[20] Cc1cc(C)c(-c2csc(NC(=O)c3cc([N+](=O)[O-])ccc3N3CCOCC3)n2)c(C)c1

Compound,16,17,18,19,20
MT1-MMP act inh,-125,-7,-3,-10,-17
Rin1-Abl PPI inh,2,4,2,6,-1
MLLE-PAM2 inh,-131,11,7,25,2
NadD inh,8,-1,-15,0,6
Rpn11 inh,·,i,i,i,i
SKN-1 block,19,0,-4,-1,9
CSN deneddyl inh,75,1,1,32,4
Neddylation inh,i,i,i,i,i
FAS TE block,-69,-7,21,-6,65*

[21] CCCc1ccc2oc(C(=O)N3CCN(CC(=O)NC(C)C)CC3)c(C)c2c1
[22] CNC(=O)COC(=O)[C@@H](Nc1ccc(S(=O)(=O)N2CCOCC2)cc1[N+](=O)[O-])C(C)C
[23] O=[N+]([O-])c1cc([N+](=O)[O-])c2nonc2c1Nc1ccccc1O
[24] CSc1nc2[nH]c3c(c2c2nncn12)CC(C)(C)OC3
[25] Cc1ccc(C(=O)NCC(=O)Nc2cccc(S(=O)(=O)NC3=NCCCCC3)c2)cc1C

Compound,21,22,23,24,25
MT1-MMP act inh,-2,8,5,0,5
Rin1-Abl PPI inh,-3,2,0,2,1
MLLE-PAM2 inh,9,-1,20,3,0
NadD inh,6,1,-4,-1,1
Rpn11 inh,i,i,i,i,i
SKN-1 block,5,-2,32,-1,-5
CSN deneddyl inh,-1,-2,1,-3,-2
Neddylation inh,i,i,i,i,i
FAS TE block,-1,-19,-4,-9,-2

[26] CC(O)(c1ccc(F)c(F)c1)c1nc(-c2cc3ccccc3o2)cs1 (stereo not drawn)
[27] CC(C)Oc1cccc(C(=O)C2CCCN(C(=O)c3noc4c3CCCC4)C2)c1 (stereo not drawn)
[28] CS(=O)(=O)N1N=C(c2ccc3nccnc3c2)CC1c1ccccc1 (stereo not drawn)
[29] Nc1nc(SCc2nc3scc(-c4ccccc4)c3c(=O)[nH]2)n[nH]1
[30] O=C(CCc1ccccc1)OCCOC(=O)CCc1ccccc1

Compound,26,27,28,29,30
MT1-MMP act inh,0,2,-4,1,2
Rin1-Abl PPI inh,-7,-5,-1,-4,-1
MLLE-PAM2 inh,27,12,-14,-23,1
NadD inh,-7,-3,3,-3,-8
Rpn11 inh,i,i,i,i,i
SKN-1 block,15,-4,-1,4,14
CSN deneddyl inh,-2,6,-4,5,0
Neddylation inh,i,i,i,i,i
FAS TE block,42,9,-5,-22,10

[31] Nc1c(Br)cc(Br)c2c1-c1ccc([N+](=O)[O-])cc1C2
[32] O=C(NCCC(=O)N1CCC2(CC1)NCCc1[nH]cnc12)c1cccc(Br)c1
[33] O=C(ON=C1CCN(S(=O)(=O)c2ccccc2)CC1)c1ccc(Cl)cc1
[34] CC(C)CCN1CCN(Cc2nc(-c3ccc(F)cc3)cs2)CC1CCO (stereo not drawn)
[35] COc1ccc(OC)c(-c2nnc(SCC(=O)NC3CCCCC3)o2)c1

Compound,31,32,33,34,35
MT1-MMP act inh,3,1,-1,1,3
Rin1-Abl PPI inh,-1,-3,-2,-1,-5
MLLE-PAM2 inh,-17,3,1,12,-36
NadD inh,29,-10,-4,-2,-2
Rpn11 inh,i,i,i,i,i
SKN-1 block,10,3,-1,-2,22
CSN deneddyl inh,2,-4,-3,-3,0
Neddylation inh,i,i,i,i,i
FAS TE block,8,-4,29,-5,-4

[36] CCC(C(=O)NC(C)(C)C)n1c(-c2ccc(C)cc2)nc2ccccc21 (stereo not drawn)
[37] Fc1ccc2nc3n(c2c1F)CCCCCC3
[38] Cc1noc(NS(=O)(=O)c2ccc(NC(=O)Cc3ccc([N+](=O)[O-])cc3)cc2)c1C
[39] NC1=NC(=O)/C(=C/c2ccccc2OS(=O)(=O)c2ccc3ccccc3c2)S1
[40] CC(C)C[C@@H](CN)NC(=O)c1nc[nH]c1C(=O)N[C@@H](CC(=O)O)C(=O)CNC[C@H](C)NC(=O)c1nc[nH]c1C(=O)N[C@@H](CC(=O)O)C(=O)O

Compound,36,37,38,39,40
MT1-MMP act inh,1,-6,-2,2,4
Rin1-Abl PPI inh,·,7,-1,-3,0
MLLE-PAM2 inh,·,9,10,-2,15
NadD inh,·,4,5,0,7
Rpn11 inh,·,i,i,i,i
SKN-1 block,16,10,2,5,18
CSN deneddyl inh,-5,-1,4,-1,-5
Neddylation inh,i,i,i,i,i
FAS TE block,·,-7,2,-13,-9

[41] CCOC(=O)c1cc(-c2ccccc2)n(CC(=O)Nc2ccc(OCC)cc2)c1C
[42] COC(=O)C(C)Sc1nc2ccsc2c(=O)n1Cc1ccccc1 (stereo not drawn)
[43] CN(Cc1ccc(Cl)cc1Cl)C(=O)Cc1ccc(S(=O)(=O)N2CCOCC2)s1
[44] CC(=O)n1nc(-c2ccccc2)nc1NCc1ccc(F)cc1
[45] Cn1c(SSc2ccc(-c3cccnc3)n2C)ccc1-c1cccnc1

Compound,41,42,43,44,45
MT1-MMP act inh,-2,0,-3,3,-9
Rin1-Abl PPI inh,0,-1,1,6,-1
MLLE-PAM2 inh,13,7,-13,-2,33
NadD inh,-9,-8,-3,2,-5
Rpn11 inh,i,i,i,i,i
SKN-1 block,9,-6,-12,14,-5
CSN deneddyl inh,3,-3,1,4,4
Neddylation inh,i,i,i,i,i
FAS TE block,-8,12,14,12,-21

Seven successive records out of the list so far, quoted:
[20] Cc1cc(C)c(-c2csc(NC(=O)c3cc([N+](=O)[O-])ccc3N3CCOCC3)n2)c(C)c1
[21] CCCc1ccc2oc(C(=O)N3CCN(CC(=O)NC(C)C)CC3)c(C)c2c1
[22] CNC(=O)COC(=O)[C@@H](Nc1ccc(S(=O)(=O)N2CCOCC2)cc1[N+](=O)[O-])C(C)C
[23] O=[N+]([O-])c1cc([N+](=O)[O-])c2nonc2c1Nc1ccccc1O
[24] CSc1nc2[nH]c3c(c2c2nncn12)CC(C)(C)OC3
[25] Cc1ccc(C(=O)NCC(=O)Nc2cccc(S(=O)(=O)NC3=NCCCCC3)c2)cc1C
[26] CC(O)(c1ccc(F)c(F)c1)c1nc(-c2cc3ccccc3o2)cs1 (stereo not drawn)

Compound,20,21,22,23,24,25,26
MT1-MMP act inh,-17,-2,8,5,0,5,0
Rin1-Abl PPI inh,-1,-3,2,0,2,1,-7
MLLE-PAM2 inh,2,9,-1,20,3,0,27
NadD inh,6,6,1,-4,-1,1,-7
Rpn11 inh,i,i,i,i,i,i,i
SKN-1 block,9,5,-2,32,-1,-5,15
CSN deneddyl inh,4,-1,-2,1,-3,-2,-2
Neddylation inh,i,i,i,i,i,i,i
FAS TE block,65*,-1,-19,-4,-9,-2,42

Next part:
[46] O=C(Nc1ccnc(-c2ccncc2)n1)c1cccs1
[47] Cc1cc(Cl)ccc1NC(=S)N1CCN(Cc2ccc3c(c2)OCO3)CC1
[48] O=C(N/N=C/c1ccc(N2CCOCC2)s1)c1ccccc1Br
[49] O=C(Nc1nccs1)c1ccc(S(=O)(=O)N2CCOCC2)cc1
[50] COc1ccc(CN2CCNC(=O)C2CC(=O)N2CCCCO2)cc1OC (stereo not drawn)
[51] CCCCc1cc(=O)oc2cc(OC(C)C(=O)NCC3CCC(C(=O)O)CC3)c(Cl)cc12 (stereo not drawn)
[52] COc1ccc(/C=N/NC(=O)c2ccc(NC(=O)C3CCCCC3)cc2)cc1O

Compound,46,47,48,49,50,51,52
MT1-MMP act inh,1,5,-9,1,1,2,8
Rin1-Abl PPI inh,1,-2,0,4,3,-8,-1
MLLE-PAM2 inh,6,-96,18,-13,-10,-9,7
NadD inh,-4,-1,-2,-8,1,5,-3
Rpn11 inh,i,i,i,i,i,i,i
SKN-1 block,3,4,3,10,4,1,-8
CSN deneddyl inh,15,1,6,5,-1,0,-1
Neddylation inh,i,i,i,i,i,i,i
FAS TE block,-6,3,-11,-4,-8,-5,-1

Source: PubChem BioAssay (several laboratories)
